PRC2 inh = EZH2/PRC2 methyltransferase inhibitors, primary screen, biochemical, DELFIA time-resolved fluorescence, single point; PRC2 H3K27 methylation, DELFIA TRF, 1 h; inhibition, % at 12.5 µM; 57,000 compounds, 0.35% hits; AID 651548, 2012;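 active = mean inhibition of replicates at least 50% and every single replicate also reaching 50%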;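 also: dimethyl H3K27 on biotinylated H3 21-44 peptide detected by antibody; plate controls were median neutral control wells for no effect and median positive control wells for full effect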
IDH1 R132H inh = inhibitors of IDH1 R132H reductase, primary screen, biochemical, plate reader, single point | inhibition, % at 10 µM | 70,000 compounds, 0.18% hits | Isocitrate dehydrogenase [NADP] cytoplasmic (Homo sapiens), O75874 | diaphorase/resazurin fluorescence, 60 min | AID 624101, 2012; in the data active = inhibition above about 34%;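 also: 0% = DMSO and 100% = no enzyme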
Target sequence (O75874 whole entry R132H): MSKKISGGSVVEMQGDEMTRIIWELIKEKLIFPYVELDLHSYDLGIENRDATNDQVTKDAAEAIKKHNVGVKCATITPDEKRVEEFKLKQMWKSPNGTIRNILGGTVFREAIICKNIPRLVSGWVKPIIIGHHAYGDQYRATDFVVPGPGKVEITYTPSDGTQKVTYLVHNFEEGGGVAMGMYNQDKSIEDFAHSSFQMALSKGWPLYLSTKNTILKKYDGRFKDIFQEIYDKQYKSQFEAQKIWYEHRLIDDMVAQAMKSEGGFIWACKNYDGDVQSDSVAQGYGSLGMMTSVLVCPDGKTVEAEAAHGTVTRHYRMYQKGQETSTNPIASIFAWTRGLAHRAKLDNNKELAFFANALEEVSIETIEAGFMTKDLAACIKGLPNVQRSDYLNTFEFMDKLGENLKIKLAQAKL
Active calls of the source: *; / = no result given. Only part of the results is shown, so the mix of outcomes need not match the whole.

SMILES | PRC2 inh | IDH1 R132H inh
C[C@@H]1CN([C@@H](C)CO)C(=O)c2cccc(NC(=O)c3ccc(-c4nccs4)cc3)c2O[C@@H]1CN(C)S(=O)(=O)c1ccc(F)cc1 | / | -2.7
COc1ccc(S(=O)(=O)N(C)C[C@@H]2OCCCC[C@H](C)Oc3ccc(NC(=O)Nc4cccc5ccccc45)cc3C(=O)N([C@@H](C)CO)C[C@H]2C)cc1 | / | 0.9
CCC(=O)N1C[C@@H](C)[C@@H](OC)CN(C)C(=O)c2cc(NC(=O)COC)ccc2OC[C@H]1C | 9 | 0.0
CCC(=O)Nc1ccc2c(c1)OC[C@@H](C)N(Cc1cccc(F)c1)C[C@H](C)[C@H](OC)CN(C)C2=O | -8 | 0.0
C[C@H]1CN([C@@H](C)CO)C(=O)c2cccc(NC(=O)C3CCOCC3)c2O[C@H]1CN(C)CC1CCCCC1 | 13 | /
COc1ccc(S(=O)(=O)Nc2ccc3c(c2)C(=O)N([C@H](C)CO)C[C@@H](C)[C@H](CN(C)Cc2ccc4c(c2)OCO4)OCCCC[C@H](C)O3)cc1 | / | 4.8
COc1ccc(NC(=O)Nc2ccc3c(c2)C(=O)N([C@H](C)CO)C[C@H](C)[C@@H](CN(C)S(=O)(=O)c2cccs2)O3)cc1 | / | 0.0
O=C(NO)c1cccc(C(=O)N/N=C/c2cccnc2)c1 | -4 | -0.1
C[C@H](CO)N1C[C@H](C)[C@H](CN(C)C(=O)c2ccccc2)Oc2cc(/C=C/c3ccccc3)ccc2S1(=O)=O | / | -0.3
CC(C)C#Cc1cnc2c(c1)C(=O)N([C@H](C)CO)C[C@@H](C)[C@@H](CN(C)Cc1ccccc1F)O2 | 13 | 2.2
NCC[C@H]1CC[C@H](NC(=O)Nc2ccc(F)cc2)[C@@H](CO)O1 | 2 | 0.4
C[C@H]1CN([C@@H](C)CO)C(=O)c2cc(NC(=O)CCC(F)(F)F)ccc2O[C@H]1CN(C)C(=O)NC1CCCCC1 | 10 | 0.6
Cc1noc(C)c1S(=O)(=O)Nc1ccc2c(c1)C(=O)N([C@@H](C)CO)C[C@H](C)[C@@H](CN(C)C(=O)Cc1ccccc1)OCCCC[C@H](C)O2 | / | 0.0
O=C(NC(=S)NCc1cccnc1)c1cc2ccccc2o1 | -7 | -0.1
Cc1ccc(/C=C/c2ccc(=O)n(Cc3ccccc3Cl)n2)cc1 | 70* | 0.6
C[C@@H]1CCCCO[C@@H](CN(C)Cc2ccc(C(F)(F)F)cc2)[C@@H](C)CN([C@@H](C)CO)C(=O)c2cc(NC(=O)c3ccncc3)ccc2O1 | / | 1.1
Cc1ccc(-c2ccc3c(c2)O[C@H](CN(C)C(=O)CN(C)C)[C@H](C)CN([C@@H](C)CO)S3(=O)=O)cc1 | -6 | 0.5
C[C@H](CO)N1C[C@H](C)[C@@H](CN(C)S(=O)(=O)c2ccccc2F)Oc2ncc(C#Cc3ccccc3)cc2C1=O | -14 | 1.3
Cc1sc2nc(SCc3nc4ccccc4[nH]3)n(-c3ccccc3)c(=O)c2c1C | -5 | 0.0
CO[C@@H]1CN(C)C(=O)c2ccc(NC(=O)NC(C)C)cc2OC[C@H](C)N(C)C[C@H]1C | 3 | 0.0

Some of the entries so far, with two lines to a compound:
Results follow in this order: PRC2 inh, IDH1 R132H inh
> COc1ccc(S(=O)(=O)N(C)C[C@@H]2OCCCC[C@H](C)Oc3ccc(NC(=O)Nc4cccc5ccccc45)cc3C(=O)N([C@@H](C)CO)C[C@H]2C)cc1
    /, 0.9
> CCC(=O)N1C[C@@H](C)[C@@H](OC)CN(C)C(=O)c2cc(NC(=O)COC)ccc2OC[C@H]1C
    9, 0.0
> CCC(=O)Nc1ccc2c(c1)OC[C@@H](C)N(Cc1cccc(F)c1)C[C@H](C)[C@H](OC)CN(C)C2=O
    -8, 0.0

Later entries.
SMILES | PRC2 inh | IDH1 R132H inh
CO[C@@H]1CN(C)C(=O)c2cc(NS(=O)(=O)c3cn(C)cn3)ccc2OC[C@H](C)N(CC2CC2)C[C@@H]1C | -4 | 0.1
Cc1noc(C)c1S(=O)(=O)Nc1ccc2c(c1)C(=O)N([C@@H](C)CO)C[C@H](C)[C@@H](CN(C)Cc1ccc(Cl)c(Cl)c1)O2 | / | -0.8
COc1ccccc1NC(=O)CN(c1ccc(F)c(Cl)c1)S(C)(=O)=O | 1 | -0.3
CCOC(=O)c1c(NC(=O)c2nc3nc(C)cc(C(F)F)n3n2)sc(C)c1C | -2 | 0.4
CNC[C@@H]1Oc2c(NS(C)(=O)=O)cccc2C(=O)N([C@@H](C)CO)C[C@H]1C | 8 | 1.5
C[C@@H]1CN([C@@H](C)CO)C(=O)c2cc(C#CCN(C)C)cnc2O[C@@H]1CN(C)S(=O)(=O)c1ccccc1 | 1 | -4.0
Cc1noc(C)c1NC(=O)N(C)C[C@H]1Oc2ccc(NC(=O)Nc3ccc(C(F)(F)F)cc3)cc2CC(=O)N([C@@H](C)CO)C[C@@H]1C | / | 0.1
Cc1noc(C)c1S(=O)(=O)Nc1cccc2c1O[C@H](CN(C)S(=O)(=O)c1ccc(Cl)cc1)[C@H](C)CN([C@@H](C)CO)C2=O | / | 0.5
CO[C@H]1CN(C)C(=O)c2cc(NC(=O)Nc3ccccc3F)ccc2OC[C@@H](C)N(CC2CC2)C[C@H]1C | -1 | 0.1
CNC[C@H]1OCCCC[C@@H](C)Oc2ccc(NC(=O)Cc3ccccc3)cc2C(=O)N([C@H](C)CO)C[C@H]1C | -1 | /
C[C@@H]1CN([C@H](C)CO)C(=O)c2cc(C#Cc3ccc(F)cc3)cnc2O[C@@H]1CN(C)C(=O)c1ccccc1F | / | 0.4
COc1ccc(S(=O)(=O)N(C)C[C@@H]2Oc3ncc(-c4ccccc4)cc3C(=O)N([C@H](C)CO)C[C@@H]2C)cc1 | 2 | -0.4
Cc1noc(C)c1NC(=O)N(C)C[C@H]1Oc2ccc(NC(=O)Nc3ccc4c(c3)OCO4)cc2C(=O)N([C@@H](C)CO)C[C@@H]1C | / | 0.6
COCc1cn(CC[C@@H]2CC[C@H](NC(=O)Nc3ccccc3)[C@H](CO)O2)nn1 | 17 | -0.3
CCC(=O)N(C)C[C@H]1Oc2cc(-c3cccc(F)c3)ccc2S(=O)(=O)N([C@H](C)CO)C[C@H]1C | 2 | -0.8
O=C(C[C@@H]1CC[C@@H](NC(=O)C2CCC2)[C@@H](CO)O1)NCc1ccccc1Cl | -3 | -0.4
Cc1ccc([N+](=O)[O-])cc1NC(=O)CCN1C(=O)c2ccccc2C1=O | 3 | 0.0
C[C@@H]1CN([C@@H](C)CO)C(=O)c2cc(NC(=O)Nc3ccc4c(c3)OCO4)ccc2O[C@H]1CN(C)Cc1ccncc1 | 1 | 0.0
O=C(C[C@H]1C[C@@H]2c3cc(NC(=O)NC4CCCC4)ccc3O[C@@H]2[C@H](CO)O1)NCCc1ccccc1 | -18 | 0.1
CCn1c(SCC(=O)Nc2cccc(C(C)=O)c2)nnc1-c1ccncc1 | 10 | -0.2
C[C@H](CO)N1C[C@H](C)[C@H](CN(C)Cc2ccncc2)Oc2ncc(C#Cc3ccncc3)cc2C1=O | 2 | 20
COC(=O)CCCCCCC(=O)N/N=C/[C@H](O)[C@@H](O)[C@H](O)CO | -3 | /
C[C@@H]1CN([C@H](C)CO)C(=O)c2cc(NS(=O)(=O)c3ccccc3)ccc2O[C@@H](C)CCCCO[C@H]1CN(C)Cc1ccncc1 | / | 9.3
C[C@H](CO)N1C[C@H](C)[C@@H](CN(C)S(=O)(=O)c2cn(C)cn2)OCCCC[C@H](C)Oc2ccc(NS(=O)(=O)c3ccc(F)cc3)cc2C1=O | / | -4.3
CC(C)CC#Cc1ccc2c(c1)O[C@@H](CN(C)C(=O)C1CC1)[C@H](C)CN([C@H](C)CO)S2(=O)=O | 0 | /
O=C(C[C@@H]1C=C[C@H](NC(=O)Nc2cc(F)ccc2F)[C@H](CO)O1)NCc1ccncn1 | -3 | -0.4
CNC[C@@H]1Oc2ccc(NS(=O)(=O)c3ccc(F)cc3)cc2CC(=O)N([C@@H](C)CO)C[C@H]1C | / | 5.9
O=C(C[C@@H]1CC[C@H](NC(=O)c2cccnc2)[C@H](CO)O1)NCCN1CCCCC1 | 2 | 0.2
C[C@H]1CN([C@@H](C)CO)C(=O)c2cc(NC(=O)Cc3ccccc3)ccc2O[C@H]1CN(C)C | 3 | -0.8
COc1ccc(-c2ccc3c(c2)O[C@@H](CN(C)Cc2cccnc2)[C@@H](C)CN([C@H](C)CO)S3(=O)=O)cc1 | 11 | 2.6
O=C(C[C@@H]1C=C[C@H](NC(=O)c2ccc3c(c2)OCO3)[C@@H](CO)O1)NCc1ccc(Cl)cc1 | 17 | 0.2
C[C@@H]1CN([C@H](C)CO)C(=O)Cc2cc(NC(=O)Nc3ccc4c(c3)OCO4)ccc2O[C@H]1CN(C)C(=O)NC1CCCCC1 | / | -1.1
C[C@H]1CN([C@@H](C)CO)C(=O)c2c(c3ccccc3n2C)-c2ccccc2CO[C@@H]1CN(C)Cc1ccc(C(=O)O)cc1 | -15 | /
CS(=O)(=O)N(CC(=O)Nc1cccnc1)c1cccc(F)c1 | -24 | 0.8
O=C(NC1CCCCC1)N[C@H]1CC[C@H](CCNS(=O)(=O)c2ccccc2)O[C@@H]1CO | 3 | 0.5
CCCC(=O)Nc1ccc2c(c1)C(=O)N(C)C[C@H](OC)[C@@H](C)CN(CC1CCCC1)[C@H](C)CO2 | -2 | 0.2
CO[C@H]1CN(C)C(=O)c2ccc(NC(=O)C3CC3)cc2OC[C@@H](C)N(C(=O)C2CCOCC2)C[C@@H]1C | -1 | -0.2
CCCN(C)C[C@@H]1Oc2ncc(C#Cc3ccccc3)cc2C(=O)N([C@H](C)CO)C[C@@H]1C | -39 | 0.3
COc1ccc(S(=O)(=O)Nc2ccc3c(c2)C(=O)N([C@@H](C)CO)C[C@H](C)[C@H](CN(C)Cc2ccc4c(c2)OCO4)OCCCC[C@H](C)O3)cc1 | / | -0.7
Cc1ncc(CO)c(/C=N/NC(=O)c2cccc(C(=O)NO)c2)c1O | 10 | -0.7

Entries shown so far with a thiophene ring, fused or not (3):
SMILES | PRC2 inh | IDH1 R132H inh
COc1ccc(NC(=O)Nc2ccc3c(c2)C(=O)N([C@H](C)CO)C[C@H](C)[C@@H](CN(C)S(=O)(=O)c2cccs2)O3)cc1 | / | 0.0
Cc1sc2nc(SCc3nc4ccccc4[nH]3)n(-c3ccccc3)c(=O)c2c1C | -5 | 0.0
CCOC(=O)c1c(NC(=O)c2nc3nc(C)cc(C(F)F)n3n2)sc(C)c1C | -2 | 0.4

Profiles as entered above.
CC(C)CC#Cc1ccc2c(c1)O[C@@H](CN(C)C(=O)C1CC1)[C@H](C)CN([C@H](C)CO)S2(=O)=O in the list: PRC2 inh: 0; IDH1 R132H inh: /
O=C(C[C@@H]1C=C[C@H](NC(=O)Nc2cc(F)ccc2F)[C@H](CO)O1)NCc1ccncn1 in the list: PRC2 inh: -3; IDH1 R132H inh: -0.4

Next part:
SMILES | PRC2 inh | IDH1 R132H inh
C[C@@H]1CN([C@@H](C)CO)C(=O)c2cccc(N(C)C)c2O[C@@H]1CN(C)S(=O)(=O)c1cccs1 | -6 | 4.2
Cc1cc(C)cc(NC(=O)c2ccc(NS(=O)(=O)c3cccc4cccnc34)cc2)c1 | -4 | 0.6
Cc1noc(C)c1S(=O)(=O)N(C)C[C@@H]1Oc2ccc(NC(=O)Nc3ccc4c(c3)OCO4)cc2CC(=O)N([C@@H](C)CO)C[C@@H]1C | / | -1.1
OC(c1ccccc1)c1nc2ccccc2n1CCOc1ccccc1 (centres undefined) | -13 | -0.6
CCCN(C)C[C@H]1Oc2cc(C3=CCCCC3)ccc2S(=O)(=O)N([C@H](C)CO)C[C@H]1C | -18 | -0.4
CCOC(=O)c1c(NC(=O)CSc2nc(C)ccc2C#N)sc2c1CCC2 | 31 | 0.3
NC(=O)c1sc(-c2ccsc2)cc1N | 18 | 0.2
Cc1ccc(S(=O)(=O)N(C)C[C@H]2Oc3ccc(NS(=O)(=O)c4cccs4)cc3C(=O)N([C@@H](C)CO)C[C@@H]2C)cc1 | / | -3.4
C[C@H]1CCCCO[C@@H](CN(C)S(=O)(=O)c2cccs2)[C@@H](C)CN([C@@H](C)CO)C(=O)c2cc(NS(=O)(=O)c3ccccc3)ccc2O1 | / | 0.3
CO[C@@H]1CN(C)C(=O)c2ccc(NC(=O)c3ccc(F)cc3)cc2OC[C@H](C)N(C(=O)CC2CC2)C[C@@H]1C | 5 | 0.1
C[C@H](CO)N1C[C@H](C)[C@H](CN(C)C(=O)Nc2ccccc2)OCc2cn(nn2)CCCC1=O | -2 | /
C[C@]12CCC3c4ccc(OC(=O)c5ccccc5)cc4CCC3C1CCC2=O (some centres undefined) | / | -0.4
COCC(=O)N1[C@H](C#N)[C@@H](c2ccc(C#Cc3ccccc3F)cc2)[C@H]1CO | / | 1.0
COc1ccc(NC(=O)N(C)C[C@@H]2Oc3ccc(NS(=O)(=O)c4ccc(F)cc4)cc3C(=O)N([C@@H](C)CO)C[C@@H]2C)cc1 | / | 0.5
COC(=O)C(CC#Cc1ccc2c(c1)[C@]1(C(=O)N2)[C@H](c2ccccc2OCCO)N2[C@H](c3ccccc3)[C@H](c3ccccc3)OC(=O)[C@H]2[C@@H]1C(=O)O)C(=O)OC | 69* | /
C[C@@H]1CN([C@@H](C)CO)S(=O)(=O)c2ccc(C#Cc3ccccn3)cc2O[C@H]1CN(C)Cc1ccc(F)cc1 | / | 0.1
O=P(CCNCc1cccnc1)(c1ccccc1)c1ccccc1 | -4 | 1.2
C[C@H]1CCCCO[C@H](CN(C)C(=O)Nc2ccccc2)[C@@H](C)CN([C@@H](C)CO)C(=O)c2cc(N(C)C)ccc2O1 | -7 | 1.7

Screening results deposited in PubChem BioAssay by Broad Institute.
